Bim-Bcl-XL: inhibitors of Bim-Bcl-XL interaction, human; Q07817; Bim peptide-Bcl-XL binding, bead flow cytometry, fluorescence; inhibition, % at 10 µM; 0.04% of 190,000 active; AID 1007
Target sequence (Q07817 whole entry, looked up): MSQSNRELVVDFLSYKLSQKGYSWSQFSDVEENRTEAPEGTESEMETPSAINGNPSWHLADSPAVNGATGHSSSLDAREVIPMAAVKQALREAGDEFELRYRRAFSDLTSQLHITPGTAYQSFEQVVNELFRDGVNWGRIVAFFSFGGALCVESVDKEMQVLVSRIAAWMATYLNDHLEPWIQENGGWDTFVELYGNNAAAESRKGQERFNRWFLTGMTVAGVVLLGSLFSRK
RGS4-Gao reg: modulates binding of RGS4 to human Galphao; P09471; Multiplexed bead flow cytometry; actives lie on both sides; binding response (% of control), % at 10 µM; 0.33% of 220,000 active; in the data active = binding response below about 49% or above about 150%; inactive = in between;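 also: fluorescent Galphao activated with aluminum fluoride binding bead-coupled RGS4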
Mcl-1 Bim block: disrupts Bim peptide binding to human Mcl-1; Q07820; Bead-based flow cytometry, Bim peptide-Mcl-1 binding; inhibition, % at 10 µM; 0.1% of 190,000 active;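 also: 0% = no compound tracer wells and 100% = peptide blocker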
Mcl1 Bid PPI: Mcl-1/Bid interaction inhibition. TR-FRET Mcl-1/Bid-Dy647 peptide binding, 1536-well. inhibition, % at 21.7 µM. 0.97% of 220,000 active;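 active = compounds that cut the binding signal by more than half at the single screening dose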;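 also: His-tagged Mcl-1 with europium anti-His antibody binding Bid BH3 peptide; 0% = Mcl-1 plus peptide wells and 100% = peptide-only wells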
RGS8-Gao: human RGS8-Galphao interaction regulation; multiplexed bead flow cytometry, RGS8-Galphao binding; actives lie on both sides; response (percent of control binding), % at 10 µM; P09471; 0.34% of 220,000 active; in the data active = response below about 60% or above about 140%; inactive = in between;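 also: Galphao activated as the GDP aluminium fluoride complex binding bead-coupled RGS8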
GSH fluor: compound fluoresces at 488/530 nm on GSH beads. fluorescence (KMESF) at 10 µM. GSH beads flow cytometry, compound fluorescence 488/530 nm; active compounds read high. 0.25% of 190,000 active; in the data active = fluorescence above about 89;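 also: glutathione beads carrying GST-tagged Bcl family fusion proteins plus one bare bead set; values are compound well signal with DMSO vehicle wells as background; inactives centre near 16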
Bcl-W Bim block: disrupts Bim peptide binding to human Bcl-W; inhibition, % at 10 µM; Q92843; bead-based flow cytometry; 0.02% of 190,000 active; AID 952;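 also: 0% = bound tracer without compound and 100% = peptide blocker; higher means less fluorescent Bim peptide bound to Bcl-W beads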
Target sequence (Q92843 whole entry, looked up): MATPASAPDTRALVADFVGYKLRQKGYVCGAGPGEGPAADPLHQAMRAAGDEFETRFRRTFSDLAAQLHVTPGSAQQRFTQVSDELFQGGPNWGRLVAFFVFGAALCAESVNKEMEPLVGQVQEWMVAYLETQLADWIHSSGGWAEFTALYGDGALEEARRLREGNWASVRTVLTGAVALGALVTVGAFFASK
Bcl-2 Bim block: disrupts Bim peptide binding to human Bcl-2; P10415; 0.06% of 190,000 active; Bead-based flow cytometry, Bim peptide-Bcl-2 binding; inhibition, % at 10 µM; AID 950; in the data active = inhibition above about 40%; inconclusive = no clear call, values can overlap the other calls;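 also: 0% = no compound wells with probe peptide and 100% = reference peptide inhibitor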
Target sequence (P10415 whole entry, looked up): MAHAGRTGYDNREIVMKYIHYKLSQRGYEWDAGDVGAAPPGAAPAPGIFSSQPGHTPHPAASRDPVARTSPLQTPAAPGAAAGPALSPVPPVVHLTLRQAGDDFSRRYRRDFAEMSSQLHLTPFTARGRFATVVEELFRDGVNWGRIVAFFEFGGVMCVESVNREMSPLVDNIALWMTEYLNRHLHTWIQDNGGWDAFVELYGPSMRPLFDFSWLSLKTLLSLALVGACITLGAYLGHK
Bcl-B Bim block: inhibitors of Bim-Bcl-B interaction, human; bead-based flow cytometry, Bim peptide-Bcl-B binding; inhibition, % at 10 µM; 0.073% of 190,000 active;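 also: 0% = tracer peptide without compound and 100% = reference inhibitor peptide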
Target sequence (Q9HD36 whole entry, looked up): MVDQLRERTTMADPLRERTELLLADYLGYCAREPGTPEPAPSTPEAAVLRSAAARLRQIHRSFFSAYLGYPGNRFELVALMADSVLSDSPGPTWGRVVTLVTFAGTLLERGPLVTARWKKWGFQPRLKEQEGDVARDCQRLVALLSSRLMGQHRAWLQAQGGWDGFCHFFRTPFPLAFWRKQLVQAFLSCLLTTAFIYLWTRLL
RGS7-Gao: regulators of human RGS7-Galphao interaction | Multiplexed bead flow cytometry, RGS7-Galphao binding; actives lie on both sides | binding response (% of control), % at 10 µM | 0.35% of 220,000 active | AID 1439; in the data active = binding response below about 49% or above about 150%; inconclusive = no clear call, values can overlap the other calls; inactive = in between;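 also: fluorescent Galphao held in activated GDP-AlF4 state binding bead-coupled RGS7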
Bfl-1 Bim block: disrupts Bim binding to human Bfl-1 | inhibition, % at 10 µM | Q16548 | Bead-based flow cytometry, Bim-Bfl-1 binding inhibition | 0.12% of 190,000 active;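 also: 0% = wells without compound plus tracer and 100% = blocker peptide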
Numbers without * were called inactive; ? = inconclusive. Rule as the data show it, unless noted: active = inhibition above about 40%. Hits appear at their usual frequency; overall some 1.8% were active at least once.

A first look:
SMILES	Bim-Bcl-XL	RGS4-Gao reg	Mcl-1 Bim block	Mcl1 Bid PPI	RGS8-Gao	GSH fluor	Bcl-W Bim block	Bcl-2 Bim block	Bcl-B Bim block	RGS7-Gao	Bfl-1 Bim block
CSc1nccc(Nc2ccccc2)c1C#N	-1	103	0	-6	102	15	0	-6	-5	105	-9
O=C(C[n+]1ccccc1)N1CCCc2ccccc21	2	89	0	-14	94	18	3	2	0	92	-4

The listing, from the start:
SMILES	Bim-Bcl-XL	RGS4-Gao reg	Mcl-1 Bim block	Mcl1 Bid PPI	RGS8-Gao	GSH fluor	Bcl-W Bim block	Bcl-2 Bim block	Bcl-B Bim block	RGS7-Gao	Bfl-1 Bim block
CSc1nccc(Nc2ccccc2)c1C#N	-1	103	0	-6	102	15	0	-6	-5	105	-9
O=C(C[n+]1ccccc1)N1CCCc2ccccc21	2	89	0	-14	94	18	3	2	0	92	-4
Cc1cccc(Cc2c(C)[nH]c(=O)c(C#N)c2C)c1	-3	98	0	-16	100	9	2	-2	-3	108	-1
COc1ccc(NC(=S)NCCN2CCC(C)CC2)cc1	-3	101	-4	-47	101	10	0	-3	-9	105	-6
CCn1ccc(C(=O)Nc2ccccc2SC)n1	0	91	2	-37	98	13	2	0	-1	94	-1
CC(C)Cc1nnc(NC(=O)c2ccc([N+](=O)[O-])cc2)s1	9	109	-1	10	107	18	18	-19	0	106	-14
CCN1CCN(c2cc(C)c3cc(NC(=S)NCCCN4CCc5ccccc5C4)ccc3n2)CC1	-1	105	-1	-42	102	68	0	0	1	101	6
O=C(NC1CCCC1)c1cc(S(=O)(=O)N2CCOCC2)c(Cl)cc1Cl	-5	101	0	-15	102	10	-3	-2	-5	96	-2
COc1ccc(CCC(=O)Nc2cc(Cl)ccc2N2CCN(C)CC2)cc1	0	103	0	-16	99	18	-4	0	-3	102	0
COCCN(Cc1ccccc1)P(=O)(O)c1ccccc1OCC(=O)O	-4	110	-1	6	104	16	0	-1	-1	103	1
Cc1cccc2nc(CSc3nc4ccc([N+](=O)[O-])cc4[nH]3)c(Br)n12	-1	98	-4	-41	98	11	-2	0	-6	100	3
O=S(=O)(c1cccs1)N1CN(CC2CCCO2)c2nc3ccccc3nc21 (stereo not drawn)	0	103	0	-9	100	5	-1	-4	-7	102	-8
O=C(COC(=O)c1cc(S(=O)(=O)N2CCOCC2)c(Cl)cc1Cl)Nc1ncc(C(F)(F)F)cc1Cl	-2	107	-1	-35	106	14	1	-2	-5	109	-15
Cc1ccc2cc(CN(CCN3CCOCC3)C(=O)NCc3ccccc3)c(=O)[nH]c2c1C	-8	102	-12	-6	103	7	3	2	-3	101	0
CCOC(=O)C1(Cc2cccc(OC)c2)CCCN(Cc2ccc(NC(C)=O)cc2)C1 (stereo not drawn)	-6	106	-3	-10	103	8	0	-8	-3	106	-7
Cc1cnc(NC(=O)[C@H](C)N2C(=O)C3CCCCC3C2=O)s1 (stereo partly drawn)	-2	89	0	-16	94	7	-3	0	-1	88	-5
CCC(N=c1cc(-c2ccc(OC)cc2)oc2ccc(C)cc12)C(=O)O (stereo not drawn)	0	103	-2	0	100	4	2	2	2	99	0
C=CCc1c(C)nc2ccc(C(=O)OCC)cc2c1Cl	0	103	-3	16	99	15	-1	1	0	102	4
CCCCN1C=C(C(=O)OC)C(c2ccccc2Cl)C(C(=O)OC)=C1	-1	90	0	-62	97	18	1	0	-4	93	-7
CCOC(=O)C1CCN(c2ncnc3c2oc2ccc(Cl)cc23)CC1	-1	106	-1	10	108	8	0	-3	0	106	-1
COc1ccc(-n2ncc3c(=O)n(CC(=O)OCc4ccccc4)cnc32)cc1	-2	86	-1	17	94	49	0	-5	-1	89	-4
Cc1cc2cc(CNC(=O)CCC(=O)O)ccc2n1C	-1	99	0	-41	100	15	-3	0	1	?	4
Clc1ccc(CSc2nnc(-c3ccncc3)o2)cc1	0	104	3	-13	102	79	-3	-1	0	99	-5
COc1cccc(NC2=NCC(=O)N2Cc2cccs2)c1	-2	103	-3	17	106	46	0	-3	-4	105	-6
O=C(O)c1nc2ccccc2nc1C(=O)O	-2	93	0	15	95	16	0	-1	-2	90	-2
CC(C)(CNC(=O)c1ccc(Cl)c(S(=O)(=O)N2CCc3ccccc3C2)c1)N1CCOCC1	0	98	3	-4	97	13	1	0	-2	93	-4
CCn1c(CCCOc2ccc(Cl)cc2Cl)nnc1SCC(=O)Nc1cc(F)ccc1C	-10	102	-5	12	101	11	-7	-9	-10	101	-12
CNC(=O)c1c2c(nc3ccc(Br)cc13)CCCC2	0	98	0	-34	100	13	-3	-2	-1	?	-6
COc1cccc(-c2cc(C(F)(F)F)c(C#N)c(=O)[nH]2)c1	-1	103	-3	-7	101	17	-2	-7	-8	?	-8
Cc1ccc(C2CC(c3cccs3)=NN2C(=O)CSC2=NN3CCCC(=O)N=C3S2)cc1 (stereo not drawn)	1	96	3	9	98	25	5	-4	-5	97	-7
CCOc1ccc(Oc2ccc(C(F)(F)F)cc2N)cc1	-4	98	-2	0	100	4	-1	-3	-5	98	1
O=c1nc2n(c3ncccc13)CCC2	1	92	-1	-5	96	22	-1	-1	0	94	-3
COC(=O)CSc1nnc(COc2ccc([N+](=O)[O-])cc2)n1C	0	93	1	22	88	26	3	2	7	95	3
O=C(NC1(C(F)(F)F)NC(=O)N(C2CCCCC2)C1=O)c1ccco1 (stereo not drawn)	-3	98	-2	9	102	11	0	-7	-3	101	-5
C/C(=N\Nc1nc(N)cc(Cl)n1)c1ccc(F)cc1	1	104	1	-35	105	22	2	0	0	101	-6
Cc1onc(-c2ccccc2Cl)c1C(=O)NCC1CCCO1 (stereo not drawn)	-1	89	0	-2	86	24	-2	0	-3	95	-4
CCOC(=O)c1sc(NC(=O)CCN2CCC(C)CC2)c(C(=O)OCC)c1C	-2	100	0	-22	100	10	-1	-5	-8	?	-6
O=C(c1ccc(Cl)c([N+](=O)[O-])c1)N1CCN(c2ccccc2)CC1	-3	97	-2	-21	92	13	-4	3	-4	97	2
COc1ccc(-n2c(SCC(=O)N3CCCCC3)nc(O)cc2=O)cc1	-1	106	-6	-43	106	32	-3	-4	-5	106	-4
COC(=O)C/C=C/[C@@H](C)[C@@H](/C=N/OCC[C@@H]1C=C[C@H](OC(C)=O)[C@@H](COC(C)=O)O1)NS(=O)(=O)c1ccc(C)cc1	-1	91	-2	-3	80	18	-3	3	-9	92	1

7 successive compounds from above, quoted:
SMILES	Bim-Bcl-XL	RGS4-Gao reg	Mcl-1 Bim block	Mcl1 Bid PPI	RGS8-Gao	GSH fluor	Bcl-W Bim block	Bcl-2 Bim block	Bcl-B Bim block	RGS7-Gao	Bfl-1 Bim block
CC(C)(CNC(=O)c1ccc(Cl)c(S(=O)(=O)N2CCc3ccccc3C2)c1)N1CCOCC1	0	98	3	-4	97	13	1	0	-2	93	-4
CCn1c(CCCOc2ccc(Cl)cc2Cl)nnc1SCC(=O)Nc1cc(F)ccc1C	-10	102	-5	12	101	11	-7	-9	-10	101	-12
CNC(=O)c1c2c(nc3ccc(Br)cc13)CCCC2	0	98	0	-34	100	13	-3	-2	-1	?	-6
COc1cccc(-c2cc(C(F)(F)F)c(C#N)c(=O)[nH]2)c1	-1	103	-3	-7	101	17	-2	-7	-8	?	-8
Cc1ccc(C2CC(c3cccs3)=NN2C(=O)CSC2=NN3CCCC(=O)N=C3S2)cc1 (stereo not drawn)	1	96	3	9	98	25	5	-4	-5	97	-7
CCOc1ccc(Oc2ccc(C(F)(F)F)cc2N)cc1	-4	98	-2	0	100	4	-1	-3	-5	98	1
O=c1nc2n(c3ncccc13)CCC2	1	92	-1	-5	96	22	-1	-1	0	94	-3

(continued)
SMILES	Bim-Bcl-XL	RGS4-Gao reg	Mcl-1 Bim block	Mcl1 Bid PPI	RGS8-Gao	GSH fluor	Bcl-W Bim block	Bcl-2 Bim block	Bcl-B Bim block	RGS7-Gao	Bfl-1 Bim block
COc1ccc(NC(=S)NNc2ccc([N+](=O)[O-])cc2S(=O)(=O)Nc2ccc(C)cc2C)cc1	-5	107	-3	-58	106	6	-4	-2	-4	110	0
COC(=O)C1=C(C)Nc2ncnn2C1c1ccc(OCc2ccccc2)cc1 (stereo not drawn)	-3	98	-3	-8	100	52	0	-8	-4	95	-12
O=C(NCc1cccs1)C1CCN(c2nc3ccccc3o2)CC1	-1	98	0	-9	99	23	-2	2	0	96	2
S=c1[nH]nc(Cc2cccs2)n1-c1cccc2ccccc12	-5	94	-6	-23	93	6	0	0	-15	99	2
CC(C)Nc1nc(NC(C)C)nc(Oc2ccc(/C=N/O)cc2)n1	-4	100	0	-28	99	15	-5	-3	-3	101	-2
CCC(=O)NCc1c(Cl)cccc1-n1cccc1	0	103	-1	-49	106	5	0	-5	-1	102	-1
Fc1cccc(NC(=S)NNc2c3ccccc3nc3ccccc23)c1	-6	104	1	-19	105	14	-3	-3	-8	109	-6
COc1ccc(OC(=O)C2CC(=O)N(c3ccc(C)cc3)C2)cc1 (stereo not drawn)	0	102	6	-39	102	20	2	4	-2	99	-3
CN1CCCN(C2C3CC4CC(C3)CC2C4)CC1 (stereo not drawn)	-6	109	-5	22	108	28	-3	-2	-3	105	-2
CC(NC(=O)/C(C#N)=C1\N=C(NC(=O)c2cccs2)c2ccccc21)c1ccccc1 (stereo not drawn)	-5	95	0	-34	99	17	-1	-13	-14	97	-10
COc1ccc(-c2nc(CCNC(=O)c3ccco3)cs2)cc1OC	-5	103	0	-30	101	15	0	0	-3	100	-7
CC(=NCCCn1ccnc1)C1=C(O)c2ccccc2C1=O	18	97	36	-28	94	17	11	87*	86*	92	63*
Cc1ccccc1OCc1nnc(SCCN2CCCC2)n1-c1ccccc1	-2	100	-3	-16	103	13	-3	-2	-13	106	-4
CCO[C@@H]1OC(C(=O)NCc2ccccc2)=C[C@H](c2csc3ccccc23)[C@H]1CCCO	-2	100	-4	19	102	18	-2	-3	-2	102	-6
Cc1cccc(NCc2ccc(O)c3ncccc23)c1C	12	91	4	-89	99	11	6	5	1	88	-2

Compound activity as filed in PubChem BioAssay.
